Compound activity from PubChem.
aSyn yeast inh: inhibitors of alpha-synuclein toxicity in yeast | Yeast expressing alpha-synuclein, growth rescue, BacTiter-Glo, 24 h | Potency, µM (series often up to 46.1 µM), for the others: at the top dose growth rescue (activation), most hits filed as activators | 370,000 tested, 0.14% active | AID 652106; also: potency is read from the fitted curve at half-maximal effect; % of control where 0% means no effect; nearly all actives have a fitted effect of over 65% in size
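Rescue of yeast growth: cells expressing toxic alpha-synuclein, induced in galactose at OD600 0.02, incubated with compound 24 h at 30 C. ATP luminescence quantified growth; inhibitors of toxicity appear as activators.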
GLP1R cytotox: cytotoxic in the GLP-1 receptor inverse agonist counter-screen; HEK293 cAMP-luciferase reporter cells, luminescence, 24 h; AID 624418; Potency, µM (doses to about 38.3 µM), inactives show at the highest dose activity change, negative = inhibition, hits mostly inhibitors; 410,000 tested, 0.13% active;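 also: loss of luciferase light is scored as toxicity; potency is read from the fitted curve at half-maximal effect; % is scaled to controls: 0 for no effect and ±100 for the full control effect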
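Luminescence readout: signal drop marks cytotoxicity. Plated cells grew 12 h at 37 °C, 5% CO2, received 23 nL compound for 24 h, then got luciferase reagent, read after 12 min at RT.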
pAkt inh: inhibitors of Akt phosphorylation; Neuro2A IGF-stimulated pAkt S473 HTRF, 20 min; hits give low values; activity change, % for hits at 50 µM; 360,000 tested, 0.32% active; in the data active = activity change below about -80%; inconclusive = mostly about -51% to -80%; also: % is scaled to controls: 0 for no effect and ±100 for the full control effect
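Neuro2A cells (4,500/well, DMEM with 0.5% FBS) were treated with compound at a single 50 µM final concentration, stimulated with 6 nM IGF for 20 min at 37 °C, and lysed. Phospho-Akt Ser473 was read by HTRF as 665/615 ratio ×10^4.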
Mm-Cpn inhibitor: blocks the Methanococcus maripaludis chaperonin Mm-Cpn. purified Mm-Cpn ATPase, ADP Transcreener TR-FRET. Potency, µM (top dose mostly 76.9 µM), without a hit: at the highest dose activity, negative = inhibition, most hits filed as inhibitors. 330,000 tested, 0.031% active. AID 504842; also: potency is read from the fitted curve at half-maximal effect; % is scaled to controls: 0 for no effect and ±100 for the full control effect; nearly all actives have a fitted effect of over 80% in size
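25 nM Mm-CPN + cpd, 10 min 37°C; + 10 uM ATP, 30 min 37°C; buffer 30 mM Tris pH 7.4, 100 mM KCl, 5 mM MgCl2, 1 mM DTT; Transcreener ADP HTRF detection 30 min RT.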
TDP43 rescue: rescues yeast growth from TDP-43 toxicity; Potency, µM (series often up to 46.1 µM), without a hit: top-dose growth rescue (activation), hits mostly activators; AID 652104; 410,000 tested, 1.8% active; TDP-43 expressing yeast growth rescue, BacTiter-Glo, 24 h; also: potency is read from the fitted curve at half-maximal effect; % of control where 0% means no effect; nearly all actives have a fitted effect of over 50% in size
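Yeast expressing TDP-43 (pregrown in raffinose, seeded at OD600=0.02 in galactose medium) exposed to compounds 24 hr at 30 deg C. Growth read by BacTiter-Glo luminescence; rescue of toxicity appears as increased signal.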
FUS suppressor: suppressors of FUS proteinopathy in yeast. S. cerevisiae FUS-expressing, growth rescue, OD600, 24 h. Potency, µM (titrated, usually from 76.6 µM), for the others: at the highest dose growth rescue (activation), actives largely listed as activators. 390,000 tested, 0.24% active;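 also: potency is read from the fitted curve at half-maximal effect; plate controls were DMSO vehicle for no effect and reference control for full effect; nearly all actives have a fitted effect of over 55% in size; some results filed as inactive show a strong effect at the top dose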
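Cultures pregrown in 2.5% raffinose medium are shifted to minimal medium containing 2% galactose to express toxic FUS. Compounds are tested at several concentrations. After 24hr at 30C, growth is quantified at 600 nm absorbance.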
PTHR1 ag: PTHR1 (human) receptor agonism; HEK293 GP2 PTHR1 cells, GloSensor cAMP luminescence, 1 h; Q03431; 410,000 tested, 0.075% active; Potency, µM (titrated, usually from 115 µM), inactives show top-dose activation, actives largely listed as activators; also: potency is read from the fitted curve at half-maximal effect; nearly all actives have a fitted effect of over 55% in size; some results filed as inactive show a strong effect at the top dose; inactives centre near -15; many of its hits are not listed in these tables
Target sequence (Q03431 whole entry, looked up): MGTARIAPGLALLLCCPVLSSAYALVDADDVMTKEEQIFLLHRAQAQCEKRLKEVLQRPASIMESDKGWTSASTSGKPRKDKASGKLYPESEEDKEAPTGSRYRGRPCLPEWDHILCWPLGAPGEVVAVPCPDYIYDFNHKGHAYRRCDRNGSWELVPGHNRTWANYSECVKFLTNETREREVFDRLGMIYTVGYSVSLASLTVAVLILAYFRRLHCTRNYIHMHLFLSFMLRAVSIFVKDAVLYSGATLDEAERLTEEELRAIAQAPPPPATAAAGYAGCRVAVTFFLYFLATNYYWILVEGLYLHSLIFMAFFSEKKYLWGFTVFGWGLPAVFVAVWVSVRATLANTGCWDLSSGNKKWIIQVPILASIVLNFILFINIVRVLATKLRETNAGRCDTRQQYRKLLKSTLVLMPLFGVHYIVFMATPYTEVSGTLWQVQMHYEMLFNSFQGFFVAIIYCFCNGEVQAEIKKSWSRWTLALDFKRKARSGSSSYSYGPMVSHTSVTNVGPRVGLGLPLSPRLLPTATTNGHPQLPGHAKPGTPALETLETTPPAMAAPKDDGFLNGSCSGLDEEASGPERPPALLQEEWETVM
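HEK-293-derived GP2 cells expressing PTHR1 and a GloSensor cAMP reporter, 3,000/well, plated overnight, given luciferin plus IBMX (each 0.5 mM as added) for 1 h at 37 °C, then compound for 1 h at 37 °C. Luminescence was read after 15 min at room temperature.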
Abeta rescue: compounds reversing amyloid beta toxicity in yeast; yeast expressing A-beta42, growth rescue, OD600, 48 h; response scale: 0% DMSO, 100% iron-clioquinol control; Potency, µM (series often up to 46.1 µM), for inactives: at the highest dose growth rescue, most hits filed as activators; 410,000 tested, 0.063% active; also: potency is read from the fitted curve at half-maximal effect; nearly all actives have a fitted effect of over 55% in size
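Yeast growth medium received pinned compounds, then yeast cells expressing toxic A-beta were added; plates incubated at 30 C for 48 hr. Growth read as absorbance at 600 nm, normalized to DMSO and equimolar FeCl3 plus clioquinol controls.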
GLP1R inv ag: acts as inverse agonist at human GLP-1 receptor; P43220; HEK293 GLP-1R CRE-luciferase, luminescence, 24 h; GLP-1R form is constitutively active; Potency, µM (top dose mostly 38.3 µM), inactives show at the top dose activity change, negative = inhibition, actives largely listed as inhibitors; 410,000 tested, 1.6% active; AID 624417; also: potency is read from the fitted curve at half-maximal effect; % is scaled to controls: 0 for no effect and ±100 for the full control effect; nearly all actives have a fitted effect of over 55% in size
Target sequence (P43220 whole entry, looked up): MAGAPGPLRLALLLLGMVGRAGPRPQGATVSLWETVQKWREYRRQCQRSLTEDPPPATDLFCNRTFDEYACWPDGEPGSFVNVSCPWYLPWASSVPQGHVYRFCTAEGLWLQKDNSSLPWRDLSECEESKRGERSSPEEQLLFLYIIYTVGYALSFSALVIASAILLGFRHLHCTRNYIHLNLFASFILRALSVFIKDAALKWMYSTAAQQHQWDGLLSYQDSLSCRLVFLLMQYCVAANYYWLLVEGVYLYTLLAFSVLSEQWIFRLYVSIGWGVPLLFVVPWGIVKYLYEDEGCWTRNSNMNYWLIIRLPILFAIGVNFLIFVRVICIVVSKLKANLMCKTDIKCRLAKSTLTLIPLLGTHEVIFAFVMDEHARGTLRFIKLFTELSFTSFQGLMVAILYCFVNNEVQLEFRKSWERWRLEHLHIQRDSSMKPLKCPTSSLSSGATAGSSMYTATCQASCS
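Inverse agonists were sought by their lowering of basal cAMP reporter luciferase output in HEK293 cells stably carrying constitutively active human GLP-1R, after 24 h compound treatment.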
* marks the source's active call; other numbers are inactive results; i = inactive; u = inconclusive; x = not tested or not shown; & = joins results of further samples; [ ] = dose if it differs, or a comment. Unless noted, calls follow the shape of the dose curve; as a rule, active = well fitted curve in the direction sought with a large enough effect; inconclusive = small, poorly fitted or top-dose-only effect, or another doubt; inactive = no such curve, though single readings can be large; an effect the other way counts as inactive or inconclusive. These rows are one share of the data; count on the stated rates, not on these rows.

Structure | aSyn yeast inh | GLP1R cytotox | pAkt inh | Mm-Cpn inhibitor | TDP43 rescue | FUS suppressor | PTHR1 ag | Abeta rescue | GLP1R inv ag
CC(C)c1ccc(/C=C2\SC(=O)N(CC(=O)NC3CCS(=O)(=O)C3)C2=O)cc1 (stereo not drawn) | 0% | -15% | i | 2% | -2% | 18% | i | -9% | 8%
COc1ccc(Cl)cc1NC(=S)N(Cc1cccnc1)Cc1ccco1 | 6% | 1%[0.307 µM] | i | -4% | 9% | 12% | i | 11% | 1%[0.307 µM]
Cc1noc(C)c1C(=O)Nc1cc(S(=O)(=O)N2CCCCC2)ccc1N(C)C | 0% | 2% | i | u | 11% | 16% | i | 6% | 76%[activator]
CCn1cc(C(=O)Nc2ccccc2C(=O)OC)cn1 | -2% | 3% | i | x | 2% | -14% | -17% | -7% | 8%
CCOc1ccc(NS(=O)(=O)c2cc(C(=O)NCCCN3CCCC3=O)ccc2C)cc1 | -2% | u | i | -14% | -4% | 21% | i | -15% | 8%
CC(C)c1cnc2c(c1SCC(=O)c1ccccc1)c(=O)n(C)c(=O)n2C | x | -8% | x | x | 21% | 35% | -8% | -5% | 8%
COc1ccc(CCNC(=O)COC(=O)Cc2ccccc2[N+](=O)[O-])cc1 | 3% | 1% | i | 2% | 34% | x | i | 1% | 18%
NS(=O)(=O)c1ccc(NC(=O)CSc2ccc3ccccc3n2)cc1 | -4% | -7%&-1% | i | -11% | 0%[9.22 µM] | 10%&34% | -20% | -6%&4% | 21%&3%
CCOc1ccc(C(=O)COC(=O)c2nc3nccc(C)n3n2)cc1 | -2% | -9% | i | -2% | 11% | x | i | -13% | 16%
CCC(Oc1ccccc1OC)C(=O)N1CC(=O)Nc2ccccc21 (stereo not drawn) | 5% | u | i | 0% | -1% | -10% | -17% | 14% | 16%
CCOC(=O)N(NC(=O)C(O)(CC(C)C)CC(C)C)c1ccccc1 | -3% | 1% | i | -2% | -18% | 17% | -15% | -7% | -30%
COc1cc(C(C)=O)ccc1OCC(=O)Nc1ccc(S(=O)(=O)N2CCCCC2)cc1 | 3% | -6% | i | x | 28% | u | -19% | 5% | 52%[activator]
CS(=O)(=O)N1CCN(c2ccccc2NC(=O)c2ccco2)CC1 | 0% | -6% | i | -2% | -8% | -3% | -9%[57.5 µM] | 17% | 7%
CCc1ccc(C(=O)c2cn(CC(=O)Nc3cc(OC)ccc3OC)c3ccc(C)cc3c2=O)cc1 | x | 5% | x | x | 20% | u | -3% | -3% | 7%
CS(=O)(=O)c1ccc(C(=O)NNC(=O)c2ccccc2-n2cccc2)cc1 | 6% | -2% | i | -3% | 6% | 5% | i | 12% | 6%
Nc1ccnn1Cc1ccncc1 | -3% | 9% | i | 0% | 2% | -7% | i | -3% | 10%
Cc1ccc(C)c(C(=O)N(Cc2nc(-c3ccc(Cl)cc3)no2)C(C)C)c1 | 1% | 5% | i | 0% | u | 23% | -38% | -17% | u
Cc1ccc(-c2ccc(C(=O)O)c(C)n2)cc1 | 0% | -16% | i | 0% | u | x | i | 6% | 8%
CCC(OC(=O)c1ccco1)C(=O)NCc1ccc2c(c1)OCO2 (stereo not drawn) | -6% | -9% | i | -1% | 0% | 41% | -4% | -11% | 10%
Cc1ccc(C(=O)Cn2c(=N)n(N)c3ccccc32)cc1 | 6% | -11% | i | -9% | 7% | 6% | -38%[inhibitor] | 1% | -8%
O=C(CCNC(=O)c1ccccc1Cl)Nc1ccc(S(=O)(=O)N2CCOCC2)cc1 | 0% | 0% | i | x | 8% | -33% | -12% | -1% | 8%
CCCCCCCCOc1ccc(C2OC34CCCCC3C(C#N)(C#N)C2(C#N)C(=N)O4)cc1 (stereo not drawn) | 16% | 275%[activator] | i | -6% | 12% | -5% | i | 9% | 2%
CC1CCN(S(=O)(=O)c2ccccc2)CC1 | 14% | -8% | i | 1% | 21% | -13% | -9% | 14% | 7%
COc1cc(C(=O)NNC(=O)C2CCCC2)cc(OC)c1OC | -2% | 5% | i | 2% | -18% | -9% | i | 2% | 32%[activator]
O=C(NN1C(=O)C2C3C=CC(C3)[C@H]2C1=O)c1cccnc1 (stereo partly drawn) | 1% | -17% | i | -1% | 9% | x | i | -20% | -25%
CCc1ccc2[nH]c(=O)c(CN(CCN3CCCC3)C(=O)NC3CCCCC3)cc2c1 | -6% | u | x | -1% | 5% | 6% | i | 24% | u
O=C(C[C@H]1C[C@H](C(=O)N2CCOCC2)[C@@]2(CCC3CCCC3)c3[nH]c4cc(-c5ccco5)ccc4c3CCN2C1=O)NCCCn1ccnc1 | -10% | -9% | i | -3% | u | u | -95%[inhibitor] | 10% | u
Nc1cc(Cl)ccc1C(=O)OCC(=O)NCc1cccs1 | -1% | 0% | i | -3% | u | 4% | -30% | -8% | u
CCOc1ccc(CN2CCN(C/C=C/c3ccc(OC)cc3)CC2CCO)cc1 (stereo not drawn) | -6% | -11% | i | -11% | 4% | 11% | -8% | -12% | u
c1ccc(-c2cc(-c3ccccc3)c3c(n2)-c2ccccc2OC3)cc1 | x | 1% | x | x | 25% | 7% | -15% | -9% | 11%
CCCCC(=O)Nc1ccc(C(=O)NCCN2CCOCC2)cc1 | -2% | 2% | i | 1% | 13% | -19% | -24% | -12% | 8%
COc1cccc(C(O)c2ncc(-c3cccc(C(F)(F)F)c3)[nH]2)c1 (stereo not drawn) | 4% | 7% | i | x | u | 15% | i | 10% | u
C=C(C)C(=O)N1CC2(CC(c3cccc(NC(=O)CC(c4ccccc4)c4ccccc4)c3)=NO2)C[C@H]1C(N)=O (stereo partly drawn) | 11% | 8% | i | 1% | -12% | 32µM* | -48%[inhibitor] | -5% | -33%
Cc1ccc(-c2nnn(CC(=O)Nc3nnc(C(C)C)s3)n2)cc1 | 0% | 1% | i | 1% | 7% | 11% | i | 6% | -2%
c1ccc(CCc2ccccc2-c2nc(-c3cccnc3)no2)cc1 | 1% | 15% | i | -8% | -17% | 31% | -21%[57.5 µM] | -15% | u
Cn1c(=O)c2c(-c3ccccc3)n(-c3cc([N+](=O)[O-])ccc3O)cc2n(C)c1=O | -3% | -29% | i | x | 12% | -15% | -27% | 1% | 0%
Cc1c(C(=O)OCc2ccccc2)[nH]c2c1C(=O)CC(c1ccc(C(C)(C)C)cc1)C2 (stereo not drawn) | x | 3% | x | x | 17% | -7% | -14% | -10% | -2%
CC(=O)N1CCc2cc(S(=O)(=O)CCC(=O)N(C)Cc3ccco3)ccc21 | 2% | 0% | i | -1% | 0% | 13% | 0% | 11% | 5%
O=C(NNS(=O)(=O)c1ccc2ccccc2c1)NC1CCCCC1 | 0% | -6% | i | -5% | 23% | x | -6% | 11% | -11%
CCNC(=O)C1(C)CCN(Cc2cccc(C(F)(F)F)c2)C1 (stereo not drawn) | -1% | 0% | i | x | 6% | -10% | -16% | 20% | 6%
Cc1nn(CC(=O)NCCCN2CCCC2)c(=O)c2nn(-c3ccccc3)c(C)c12 | -4% | 1% | i | 0% | 0% | 10% | i | 0% | 1%
CCC(=NCc1ccco1)c1c(C(F)(F)F)[nH]n(-c2nc3ccccc3s2)c1=O | -1% | 7% | i | -2% | -9% | 9% | i | -8% | -13%
COC/C=C/C1=CC2=CC(=O)C(C)(OC(=O)c3cnc4ccccc4n3)C(=O)C2=CN1CCCCO (stereo not drawn) | -6% | 4% | i | -3% | 8% | 17% | -5% | -3% | 4%
CCOC(=O)CSc1nc2cc3c(cc2cc1C#N)OCO3 | 30% | 40%[activator] | i | -1% | 8% | -16% | i | 10% | 46%[activator]

Rewritten as labelled records: part of the list above.
> COc1cccc(C(O)c2ncc(-c3cccc(C(F)(F)F)c3)[nH]2)c1 (stereo not drawn)
  aSyn yeast inh: 4%	GLP1R cytotox: 7%	pAkt inh: i	Mm-Cpn inhibitor: x	TDP43 rescue: u	FUS suppressor: 15%	PTHR1 ag: i	Abeta rescue: 10%	GLP1R inv ag: u

> C=C(C)C(=O)N1CC2(CC(c3cccc(NC(=O)CC(c4ccccc4)c4ccccc4)c3)=NO2)C[C@H]1C(N)=O (stereo partly drawn)
  aSyn yeast inh: 11%	GLP1R cytotox: 8%	pAkt inh: i	Mm-Cpn inhibitor: 1%	TDP43 rescue: -12%	FUS suppressor: 32µM*	PTHR1 ag: -48%[inhibitor]	Abeta rescue: -5%	GLP1R inv ag: -33%

Single records, from the list above:
Profile of CC1CCN(S(=O)(=O)c2ccccc2)CC1 = aSyn yeast inh: 14%; GLP1R cytotox: -8%; pAkt inh: i; Mm-Cpn inhibitor: 1%; TDP43 rescue: 21%; FUS suppressor: -13%; PTHR1 ag: -9%; Abeta rescue: 14%; GLP1R inv ag: 7%
Profile of COc1ccc(CCNC(=O)COC(=O)Cc2ccccc2[N+](=O)[O-])cc1 = aSyn yeast inh: 3%; GLP1R cytotox: 1%; pAkt inh: i; Mm-Cpn inhibitor: 2%; TDP43 rescue: 34%; FUS suppressor: x; PTHR1 ag: i; Abeta rescue: 1%; GLP1R inv ag: 18%
Profile of CCOc1ccc(CN2CCN(C/C=C/c3ccc(OC)cc3)CC2CCO)cc1 (stereo not drawn) = aSyn yeast inh: -6%; GLP1R cytotox: -11%; pAkt inh: i; Mm-Cpn inhibitor: -11%; TDP43 rescue: 4%; FUS suppressor: 11%; PTHR1 ag: -8%; Abeta rescue: -12%; GLP1R inv ag: u
